Vif-A3F inh – inhibitors of Vif-A3F interaction. HeLa A3F-eYFP + Vif (tagged APOBEC3F with the HIV-1 protein that degrades it), YFP fluorescence increase. Potency, µM (series often up to 46.1 µM), for the others: at the highest dose activity, negative = active. 390,000 compounds, 0.2% hits. AID 602313; further: potency means the concentration at half of the fitted maximal effect; % of control where 0% means no effect; nearly all actives have a fitted effect of over 65% in size
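Fluorescence increase (Ex 488/Em 500-530) after overnight compound treatment at 37 deg C flags inhibition of Vif-driven A3F-eYFP loss in stable HeLa A3F-eYFP/Vif cells seeded overnight beforehand.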
D2 ag – activates the human D2 dopamine receptor; HEK293 T-REx D2 cells, calcium flux agonist mode; activation, % at 2 µM; 340,000 compounds, 0.53% hits;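 active means activation over 3 SD above normal in the single-dose calcium agonist read, cut at about 30% in these data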; further: 0% is about no effect
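In this primary screen, compounds producing a positive calcium signal within 180 s of addition to tetracycline-induced, force-coupled HEK293 Trex D2 cells are flagged; cells are dye-loaded with a no-wash calcium kit beforehand.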
Vif-A3G inh – Vif-A3G binding inhibition | Q9HC16 | HeLa A3G-eYFP + Vif (tagged APOBEC3G with the HIV-1 protein that degrades it), YFP fluorescence, overnight | Potency, µM (top dose mostly 46.1 µM), inactives show at the top dose activity, negative = active, hits mostly inhibitors | 410,000 compounds, 0.076% hits;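 further: potency means the concentration at half of the fitted maximal effect; on the % scale 0 is the no-effect control and ±100 the full control effect; nearly all actives have a fitted effect of over 60% in size; hits raise eYFP signal because A3G escapes Vif-driven loss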
Target sequence (Q9HC16 whole entry, looked up): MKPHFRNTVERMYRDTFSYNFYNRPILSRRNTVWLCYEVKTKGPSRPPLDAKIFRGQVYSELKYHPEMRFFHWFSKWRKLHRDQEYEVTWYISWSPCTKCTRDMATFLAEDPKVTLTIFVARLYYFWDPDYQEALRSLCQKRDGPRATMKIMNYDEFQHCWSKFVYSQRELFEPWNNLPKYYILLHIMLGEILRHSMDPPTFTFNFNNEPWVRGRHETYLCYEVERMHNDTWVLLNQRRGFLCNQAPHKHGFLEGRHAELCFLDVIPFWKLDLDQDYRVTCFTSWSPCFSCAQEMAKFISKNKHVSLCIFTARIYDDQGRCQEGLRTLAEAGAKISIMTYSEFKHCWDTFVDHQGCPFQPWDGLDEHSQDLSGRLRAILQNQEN
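HeLa cells stably expressing Vif and C-terminally eYFP-tagged A3G, seeded overnight at 37 deg C, then exposed to compound by pintool overnight at 37 deg C. Rise in yellow fluorescence (Ex 488/Em 500-530, Acumen) marks blocked Vif-driven A3G degradation.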
LDHA block – blocks human lactate dehydrogenase A. activity change, % (values are at about 110 or 230 µM). AID 1347041. purified LDHA, NADH/diaphorase-resazurin fluorescence; active compounds read low. P00338. 480,000 compounds, 0.15% hits; in the data active means activity change below about -30%; inconclusive means mostly about -25% to -30%;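 further: plate controls were DMSO wells for no effect and wells without enzyme for full effect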
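LDH5 2 nM; NADH 0.06 mM, pyruvate 0.2 mM; 200 mM Tris pH 7.4, EDTA, Tween-20; 5 min RT. Detection: diaphorase 0.133 mg/mL + resazurin 37 µM, fluorescence ex540/em590 at 0 and 20 min; normalized to enzyme-free and DMSO wells.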
D2 antagonist – antagonizes the human D2 dopamine receptor; P14416; HEK293 TREx D2 cells, calcium flux, dopamine EC80; inhibition, % at 10 µM; 340,000 compounds, 2% hits; AID 485344; in the data active means inhibition above about 30%; further: 0% is about no effect
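Calcium mobilization kinetics were recorded at 1 s intervals in tetracycline-induced HEK293 T-REx D2 cells, first for 180 s after compound addition and then 180 s after EC80 dopamine.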
RGS4 inhibitor – inhibitors of human regulator of G protein signaling 4 | P49798 | Potency, µM (titrated, usually from 114 µM), for the others: top-dose activity change, negative = inhibition, most hits filed as inhibitors | 390,000 compounds, 0.039% hits | Transcreener GDP fluorescence polarization, RGS4-accelerated GTP hydrolysis; further: potency means the concentration at half of the fitted maximal effect; on the % scale 0 is the no-effect control and ±100 the full control effect; nearly all actives have a fitted effect of over 75% in size; some results filed as inactive show a strong effect at the top dose
Target sequence (P49798 whole entry, looked up): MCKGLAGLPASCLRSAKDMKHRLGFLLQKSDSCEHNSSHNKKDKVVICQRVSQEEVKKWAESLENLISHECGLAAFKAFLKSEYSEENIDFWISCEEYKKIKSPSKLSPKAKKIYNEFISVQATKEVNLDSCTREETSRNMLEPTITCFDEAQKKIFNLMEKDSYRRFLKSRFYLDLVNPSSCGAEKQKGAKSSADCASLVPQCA
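MLSMR compounds (23 nl, pin-transferred) preincubated 10 min at room temperature with a 500nM (2x) first reagent, then RGS4 at 900nM (2x) plus Transcreener GDP mix added; fluorescence polarization (620/688 nm) read before and after 90 min at 30 °C.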
ALOX12 inh – ALOX12 (human) lipoxygenase inhibition; P18054; purified 12hLO, xylenol orange hydroperoxide absorbance; Potency, µM (titrated, usually from 108 µM), for the others: at the highest dose activity change, negative = inhibition, hits mostly inhibitors; 580,000 compounds, 1.1% hits; AID 1671190; further: potency means the concentration at half of the fitted maximal effect; on the % scale 0 is the no-effect control and ±100 the full control effect
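Purified human 12hLO at 150 nM in 25 mM Hepes, 0.01% Triton X-100, pH 7.0, preincubated 15 min at room temperature with compound. Reaction started with 40 uM arachidonic acid, 30 min at room temperature. Hydroperoxide measured by Fe-xylenol orange, 573/405 nm absorbance ratio.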
GRP78 ERSR act – ER stress response induction in glioma | U87-MG GRP78 promoter luciferase reporter, 16 h | Potency, µM, for inactives: at the highest dose activation, most hits filed as activators | 420,000 compounds, 0.02% hits | AID 602332; further: potency means the concentration at half of the fitted maximal effect; series mostly up to about 76 µM; % of control where 0% means no effect; nearly all actives have a fitted effect of over 35% in size
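Stably transfected U87-MG human glioma cells carrying a GRP78-based luminescent sensor were seeded at 1000 cells/well, pin-dosed with compounds and incubated 16 h. Luciferase reagent was then added, and end-point luminescence was read after 10 min at room temperature.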
ERG Ets-DNA blk – blocks human ERG Ets domain binding to DNA; fluorescence polarization, His-ERG Ets domain / labelled DNA; P11308; Potency, µM (top dose mostly 76.9 µM), for the others: top-dose FP activity, negative = inhibition, most hits filed as inhibitors; 370,000 compounds, 0.028% hits; active means well fitted inhibition curve with a large enough effect in the polarisation, with a control signal flat; inconclusive means small, poorly fitted or top-dose-only effect, or effect the other way, or a change in a side signal; inactive means no such curve, though single readings can be large or run the other way; the % refers to the polarisation;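 further: polarization taken with two DNA probes labelled with fluorescein and Texas red; potency means the concentration at half of the fitted maximal effect; % of control where 0% means no effect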
Target sequence (P11308 whole entry, looked up, the tested form may be a part): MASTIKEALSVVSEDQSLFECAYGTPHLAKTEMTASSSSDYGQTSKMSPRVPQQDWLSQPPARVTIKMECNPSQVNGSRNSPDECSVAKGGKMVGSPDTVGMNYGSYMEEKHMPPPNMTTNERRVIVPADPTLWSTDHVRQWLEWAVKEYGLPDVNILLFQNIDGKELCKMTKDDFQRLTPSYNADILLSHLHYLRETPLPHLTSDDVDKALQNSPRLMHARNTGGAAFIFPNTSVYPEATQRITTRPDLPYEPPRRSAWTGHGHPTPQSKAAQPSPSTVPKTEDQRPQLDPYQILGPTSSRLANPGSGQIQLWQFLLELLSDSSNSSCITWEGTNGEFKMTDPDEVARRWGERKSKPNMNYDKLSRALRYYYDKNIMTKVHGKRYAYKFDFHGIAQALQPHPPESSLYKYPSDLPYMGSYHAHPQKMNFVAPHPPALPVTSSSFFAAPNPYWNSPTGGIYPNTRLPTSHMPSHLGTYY
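His-tagged ERG Ets domain (1 uM in the protein solution; 300mM KCl, 50mM Tris-HCl, 1mM EDTA, 1mM DTT, pH 7.5) received compound, then a probe mix of 5 nM fluorescein-DNA and 100nM Texas-615-DNA. Fluorescence polarization was read for both dyes.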
* marks the source's active call; other numbers are inactive results; ? = inconclusive; . = no result given; & = joins results of further samples; [ ] = remark or other dose. Unless noted, the call rests on the fitted dose curve; in most records, active means well fitted curve in the direction sought with a large enough effect; inconclusive means small, poorly fitted or top-dose-only effect, or another doubt; inactive means no such curve, though single readings can be large; an effect the other way counts as inactive or inconclusive. This is a subset; count on the stated rates, not on these rows.

entry | smiles | Vif-A3F inh | D2 ag | Vif-A3G inh | LDHA block | D2 antagonist | RGS4 inhibitor | ALOX12 inh | GRP78 ERSR act | ERG Ets-DNA blk
1 | Cc1cc(N2CCC(C(N)=O)CC2)nc(-c2ccccc2)n1 | -14% | -0.4 | -6% | -6 | -13 | -25% | 0% | -3% | 0%
2 | CCOC(=O)c1cccc(NC(=O)CCCn2nc(C)c3c(C)n(-c4ccccc4)nc3c2=O)c1 | -4% | . | -8% | -4 | . | 2% | -5% | -1% | 3%
3 | COc1ccc(C(=O)CCN2CCc3cc(OC)c(OC)cc3C2)cc1 | 7% | 2.0 | -21% | -4 | 21 | ? | 31%[activator] | -18% | 1%
4 | CCOc1ccc(OCCN2C(=O)NC3(CCCc4ccccc43)C2=O)cc1 (stereo not given) | . | -0.5 | 0% | -3 | 0 | -16% | 60%[activator][57.4 µM] | -5% | -7%
5 | Cc1cc(OCC(=O)NC(Cc2ccc(Cl)cc2)C(=O)O)c2c(C)c(C)c(=O)oc2c1 (stereo not given) | -2% | 0.4 | 0% | -10 | 4 | 17% | 26% | -1% | -4%
6 | CCC(C)C(CO)NCCCn1ccc(NC(=O)OCc2ccccc2)nc1=O (stereo not given) | 0% | . | 0% | -11 | . | . | -6% | -3% | .
7 | COc1cccc(N2C(=O)C(CC(=O)Nc3cccc(F)c3)N(C(C)C)C2=O)c1 (stereo not given) | -8% | 0.0 | -4% | 0 | . | -22% | ? | -3% | -10%
8 | O=C(NNC(=O)c1ccccc1-n1cccc1)c1cccc(Cl)c1 | -4% | -0.5 | -1% | 0 | -11 | 10% | 10% | -3% | 9%
9 | CCOC(=O)c1cc[n+](CC(=O)c2ccc(F)cc2)cc1 | 1% | 1.6 | -2% | -4 | 3 | -46% | -17% | -1% | -7%
10 | COc1cccc(C(C)(O)c2nc(-c3ccc(N(C)C)cc3)cs2)c1 (stereo not given) | . | . | -2% | 3 | . | . | ? | 6% | .
11 | Cc1cc(C)c(S(=O)(=O)c2ccccc2)c(=O)[nH]1 | 9% | 1.0 | 0% | -4 | 2 | -9% | 14% | -3% | 2%
12 | CCCCCCCCC(=O)c1c(OC)oc(C=O)cc1=O | ? | . | -16% | -4 | . | . | 7.1µM* | -1% | .
13 | N#Cc1ccc(C(=O)Nc2cc(-c3ccccc3)nn2-c2ccccc2)cc1 | 1% | 0.3 | 4% | -8 | 6 | 3% | ? | -5% | -6%
14 | O=c1[nH]c2ccccc2n1CCC1CCCCC1 | -3% | 2.2 | -3% | 0 | 9 | 10% | ? | 6% | 9%
15 | Cc1c2cnn(-c3ccccc3)c(=O)c2c(C)n1CCCC(=O)Nc1cccc(F)c1 | 11% | 0.4 | 7% | -2 | . | -3% | -15% | -1% | 1%
16 | O=C(NCCc1ccc(Cl)cc1)c1cc(=O)[nH]c2ccccc12 | 5% | . | -6% | -14 | . | -1% | -16% | -1% | -11%
17 | CC(=O)Nc1cccc(OCC(=O)NC(C)c2ccc3ccccc3c2)c1 (stereo not given) | -4% | 25 | 6% | -2 | -6 | 7% | 2% | -3% | 6%
18 | CN(C)c1ccc(C(=O)OCC(=O)Nc2cccc(S(=O)(=O)N3CCCC3)c2)cc1 | -26% | . | -16% | -1 | . | -51% | -2% | -2% | 14%[15.4 µM]
19 | O=C(Nc1cccc2c1N(C(=O)c1ccco1)CCC2)c1ccco1 | -3% | 1.1 | -3% | 0 | -13 | -2% | 1% | -1% | 16%
20 | Nc1cccc(C(=O)Nc2ccccc2Cl)c1 | -2% | 0.4 | 1% | -7 | -4 | -6% | 0% | 2% | -4%
21 | Cc1c(C(=O)Nc2ccc(OC(F)(F)F)cc2)sc2nc3n(c(=O)c12)CCC3 | ? | 0.4 | 2% | -5 | -3 | 10% | 1% | -11% | 0%
22 | CC(C)c1ccc(C(C(C(=O)c2ccccc2)N2CCOCC2)N2CCOCC2)cc1 (stereo not given) | -23% | . | 3% | -7 | . | 30% | ? | 5% | -4%
23 | Cn1c(SCC(=O)Nc2ccc(NC(=O)c3cccs3)cc2)nnc1-c1ccncc1 | -3% | -1.2 | 1% | -16 | -36 | -10% | 16% | 0% | -9%
24 | Cc1c(Cl)cccc1NC(=O)CSCC(N)=O | -1% | -0.2 | 3% | -3 | 9 | 18% | 1% | -4% | .
25 | COC(=O)CN1C(=O)[C@@H]2[C@H](C1=O)[C@@H]1CC(C(=O)OC)=C[C@@H](C(=O)OC)[C@@H]3C1=C(C(=O)[C@@]3(C)NC(=O)c1ccccc1)[C@@H]2C | 3% | . | -2% | 0 | . | 12% | -21% | -1% | 3%

A draw from above in order of number of heavy atoms, largest number first.
entry | smiles | Vif-A3F inh | D2 ag | Vif-A3G inh | LDHA block | D2 antagonist | RGS4 inhibitor | ALOX12 inh | GRP78 ERSR act | ERG Ets-DNA blk
13 | N#Cc1ccc(C(=O)Nc2cc(-c3ccccc3)nn2-c2ccccc2)cc1 | 1% | 0.3 | 4% | -8 | 6 | 3% | ? | -5% | -6%
8 | O=C(NNC(=O)c1ccccc1-n1cccc1)c1cccc(Cl)c1 | -4% | -0.5 | -1% | 0 | -11 | 10% | 10% | -3% | 9%
14 | O=c1[nH]c2ccccc2n1CCC1CCCCC1 | -3% | 2.2 | -3% | 0 | 9 | 10% | ? | 6% | 9%
24 | Cc1c(Cl)cccc1NC(=O)CSCC(N)=O | -1% | -0.2 | 3% | -3 | 9 | 18% | 1% | -4% | .

Marked active in ALOX12 inh, among the entries above:
entry | Molecule | D2 antagonist | RGS4 inhibitor | ALOX12 inh | ERG Ets-DNA blk
12 | CCCCCCCCC(=O)c1c(OC)oc(C=O)cc1=O | . | . | 7.1µM* | .

The listing continues:
| cpd | structure | Vif-A3F inh | D2 ag | Vif-A3G inh | LDHA block | D2 antagonist | RGS4 inhibitor | ALOX12 inh | GRP78 ERSR act | ERG Ets-DNA blk |
| --- | --- | --- | --- | --- | --- | --- | --- | --- | --- | --- |
| 26 | O=C(N/N=C/c1cn[nH]c1-c1ccccc1)c1ccco1 | 8% | 1.2 | -14% | 3 | 4 | 13% | 11% | 2% | 4% |
| 27 | Cc1ccc2c(=O)cc(C(=O)Nc3nnc(C)s3)oc2c1 | -1% | -0.1 | -2% | -2&0 | . | -17% | ? | -2% | 1% |
| 28 | O=C(Nc1cccc2cccnc12)c1cccc([N+](=O)[O-])c1 | -2% | -1.1 | 3% | 1 | -4 | -6% | 7% | ? | 0% |
| 29 | O=C(Nc1cc(S(=O)(=O)N2CCOCC2)ccc1OCC(F)(F)F)c1ccc(N2CCCC2=O)cc1 | -14% | 0.1 | -3% | -6 | -14 | -37% | 12% | -4% | 2% |
| 30 | CCCc1nn(C)c(C(=O)Nc2cccc(C)c2)c1Cl | -8% | . | 4% | 3 | . | 9% | -10% | 13% | 4% |
| 31 | Cc1ccc(NC(=S)N(CCC(C)C)C(C)c2ccncc2)c(Cl)c1 (stereo not given) | 3% | -0.4 | -5% | 0 | -1 | 0% | 10% | -3% | 6% |
| 32 | N#C/C(=C\c1ccc(O)cc1)C(=O)NCC1CCCO1 (stereo not given) | 3% | 0.1 | 3% | -7 | . | 16% | -3% | 3% | 1% |
| 33 | O=C(CC12CCC(CC1)C2)NCc1ccc2c(c1)OCO2 | . | -0.9 | -1% | 2 | 4 | 35% | 2% | 2% | -11% |
| 34 | COc1ccc(NC(=O)c2ccccc2NC(=O)c2ccccc2C(=O)O)c(OC)c1 | -2% | -0.1 | -2% | 0 | 9 | -48% | ? | 0% | -5% |
| 35 | CC1CCCCN1C(=O)C1CCCN(S(=O)(=O)c2cccc3nsnc23)C1 (stereo not given) | -7% | . | 1% | -1 | . | -1% | 31%[activator] | -6% | -8% |
| 36 | CC(=O)c1c(C)[nH]c(C(=O)N2CCN(c3ccccn3)CC2)c1C | -14% | 4.6 | -5% | 2 | -34 | 5% | 0% | 4% | 6% |
| 37 | O=C(COC(=O)c1ccc(S(=O)(=O)N2CCOCC2)cc1)NCc1cccs1 | 2% | 0.0 | -4% | -5 | 4 | -6% | ? | -6% | 7% |
| 38 | Cc1ccc(NC(=O)C2CCN(S(=O)(=O)c3cccc(C(F)(F)F)c3)CC2)nc1 | -3% | -1.9 | 1% | -3 | -6 | -9% | 2% | -2% | ? |
| 39 | CC(C)c1ccc(NC(=O)COC(=O)C2CCCCC2)cc1 | -3% | -2.3 | 2% | 5 | 5 | -16% | -20% | 3% | -1% |
| 40 | CSCCC(NC(N)=O)C(=O)Nc1ccc2ccccc2c1 (stereo not given) | 6% | 0.8 | -4% | -13 | -23 | 11% | -2% | -2% | -6% |
| 41 | CC(C)OC(=O)c1cccnc1N1CCN(c2ccc(F)cc2)CC1 | 3% | -1.6 | 3% | 0 | 33* | -32% | -3% | -3% | 4% |
